Screening results deposited in PubChem by National Center for Advancing Translational Sciences (NCATS).
USP2a inh – inhibitors of human ubiquitin-specific protease USP2a. Potency, µM (series often up to 38.3 µM), without a hit: at the top dose activity change, negative = inhibition, usual class: inhibitors. USP2 core, Ub-CHOP2 coupled fluorogenic reporter, 485/531. hit rate 0.01% among 330,000;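 note: potency is the fitted concentration of half-maximal effect; plate controls were DMSO wells for no effect and full inhibition by NEM control for full effect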
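Deubiquitinase activity read as fluorescence (485/531 nm) after Ub-CHOP2 cleavage activates the enterokinase reporter on its substrate; USP2 core 10nM, Ub-CHOP2 and substrate 25nM each, 30min compound preincubation then 60min RT; data normalized to NEM, curves fitted.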
B2AR arrestin – recruits beta-arrestin to the human beta2-adrenergic receptor. Potency, µM (top dose mostly 46.1 µM), for inactives: at the highest dose activation, actives largely listed as activators. hit rate 0.02% among 330,000. AID 492947. beta-arrestin recruitment to beta2AR, cell-based reporter. P07550;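 note: potency is the fitted concentration of half-maximal effect; 0% = DMSO controls and full agonism = EC100 isoproterenol or metaproterenol; nearly all actives have a fitted effect of over 65% in size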
TCR act – activators of T cell receptors. primary human leukocytes, anti-CD3, IL-2 HTRF, 48 h. Potency, µM (titrated, usually from 9.22 µM), inactives show at the top dose activation of IL-2 secretion, most hits filed as activators. 330,000 tested, under 10 active. AID 504894; note: % of control where 0% means no effect
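48 hr co-incubation of compounds, a-CD3 beads and primary human leukocytes; IL-2 quantified homogeneously by HTRF with anti-IL-2 K and d2 conjugates.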
BCR signal inh – blocks chronic active B-cell receptor signaling. ABC-DLBCL IkBa-CBG/CBR reporter, luminescence ratio, 4 h. Potency, µM (doses to about 46.1 µM), without a hit: top-dose ratio change, negative = lower green/red ratio, most hits filed as inhibitors. hit rate 0.05% among 340,000; active = well fitted inhibition curve with a large enough effect in the signal ratio, with a control signal flat, not every such curve was filed as active; inconclusive = small, poorly fitted or top-dose-only effect, or effect the other way, or a change in a side signal; the % refers to the signal ratio;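 note: potency is the fitted concentration of half-maximal effect; plate controls were basal doxycycline-induced cells for no effect and cells given 10 µM MG132 for full effect; MG132 reads +100%, hits lower the ratio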
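TMD8 ABC-DLBCL cells carrying doxycycline-inducible green luciferase fused to IkappaBalpha plus unfused red luciferase were exposed to compounds (up to 46 uM) for 4 hrs at 37C. Activity came from the overlap-corrected green/red luminescence ratio.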
uPA generation – blocks generation of uPA at the cell surface; cell surface uPA generation assay, qHTS; Potency, µM (highest dose often 38.3 µM), without a hit: at the highest dose activity change, negative = inhibition, hits mostly inhibitors; hit rate 0.31% among 330,000; AID 540303; active = well fitted inhibition curve with a large enough effect; inconclusive = small, poorly fitted or top-dose-only effect; inactive = no such curve, though single readings can be large or run the other way; tested in mouse RAW 264.7 cells; note: potency is the fitted concentration of half-maximal effect; % is set by controls: 0 for no effect and ±100 for the full control effect; nearly all actives have a fitted effect of over 55% in size
TSG101-PTAP inh – blocks PTAP/TSG101 interaction to inhibit HIV-1 budding | Fluorescence polarization, FITC-PTAP peptide / Tsg101 binding | 340,000 tested, under 10 active | Potency, µM (highest dose often 115 µM), without a hit: top-dose activity change, negative = inhibition, most hits filed as inhibitors | Q99816 | AID 493005; active = well fitted inhibition curve with a large enough effect in the main read-out, with a control signal flat, not every such curve was filed as active; inconclusive = small, poorly fitted or top-dose-only effect, or effect the other way, or a change in a side signal; inactive = no such curve, though single readings can be large or run the other way; note: potency is the fitted concentration of half-maximal effect; % of control where 0% means no effect
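FP read-out: FITC-PTAP peptide, 50 nM final, binding Tsg101 binding domain, 10 uM final; 20 min, r.t.; 10 mM HEPES pH 7.5, 0.15 M NaCl, 0.01% Tween 20, 3 mM EDTA, 0.1 mM TCEP.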
Tb PFK block – T. brucei PFK enzyme inhibition; Potency, µM (titrated, usually from 57.5 µM), inactives show top-dose activity, negative = inhibition, hits mostly inhibitors; hit rate 0.17% among 330,000; O15648; AID 485367; T. brucei PFK, ADP-Glo luminescence;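 note: potency is the fitted concentration of half-maximal effect; 0% = uninhibited 1x PFK enzyme wells and -100% = no-enzyme wells; nearly all actives have a fitted effect of over 60% in size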
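PFK 1.25 nM, F6P 0.5 mM, ATP 0.1 mM, 0.1 M TEA pH 8.0, 5 mM MgCl2, 0.01% Tween20, 0.1% BSA; 45 min RT. ADP-Glo readout. qHTS titration up to 57 uM; curves fitted, compounds curve-classed.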
TSHR antag – blocks TSH signaling through the human TSH receptor; P16473; TSHR-expressing cells, TSH-stimulated cAMP HTRF, 2 h; hits give low values; activity change, negative = inhibition, % at 11.5 µM; hit rate 0.2% among 330,000; AID 504810;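 active = activity change below a set negative limit, meaning inhibition stronger than a set level, cut at about -70% in these data; inconclusive = activity change between two set negative limits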; note: % is set by controls: 0 for no effect and ±100 for the full control effect
Target sequence (P16473 whole entry, looked up): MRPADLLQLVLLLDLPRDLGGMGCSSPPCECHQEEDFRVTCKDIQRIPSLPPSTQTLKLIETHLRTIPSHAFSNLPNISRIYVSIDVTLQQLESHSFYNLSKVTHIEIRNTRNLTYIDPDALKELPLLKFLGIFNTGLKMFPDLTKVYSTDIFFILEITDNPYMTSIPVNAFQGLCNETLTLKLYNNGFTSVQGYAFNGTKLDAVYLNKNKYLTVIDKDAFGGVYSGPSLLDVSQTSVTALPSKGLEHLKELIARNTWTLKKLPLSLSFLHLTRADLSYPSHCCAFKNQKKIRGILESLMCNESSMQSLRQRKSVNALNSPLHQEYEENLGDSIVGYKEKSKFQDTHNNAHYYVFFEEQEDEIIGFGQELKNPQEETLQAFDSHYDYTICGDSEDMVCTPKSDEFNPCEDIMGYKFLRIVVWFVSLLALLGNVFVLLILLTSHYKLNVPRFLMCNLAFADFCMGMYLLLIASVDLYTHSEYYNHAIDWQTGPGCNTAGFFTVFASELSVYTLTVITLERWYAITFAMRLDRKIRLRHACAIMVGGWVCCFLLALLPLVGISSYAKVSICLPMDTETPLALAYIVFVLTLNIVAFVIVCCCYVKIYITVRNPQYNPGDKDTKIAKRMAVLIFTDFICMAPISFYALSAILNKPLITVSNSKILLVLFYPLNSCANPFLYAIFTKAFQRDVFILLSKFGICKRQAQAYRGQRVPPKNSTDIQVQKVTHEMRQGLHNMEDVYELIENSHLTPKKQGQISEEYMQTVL
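TSHR-expressing cells, 200/well, pre-treated with compound, then stimulated with EC80 TSH (4nM final) for 2 hours at 37 deg C. cAMP measured by competitive HTRF: anti-cAMP cryptate antibody in lysis buffer plus cAMP-d2, read after 30 minutes at room temperature.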
Eya2 phos inh – Eya2 (human) phosphatase inhibition | O00167 | recombinant Eya2, OMFP fluorescence dephosphorylation (OMFP is methylfluorescein phosphate) | Potency, µM (top dose mostly 76.9 µM), for inactives: at the top dose activity, negative = inhibition, actives largely listed as inhibitors | hit rate 0.006% among 330,000; note: potency is the fitted concentration of half-maximal effect; % is set by controls: 0 for no effect and ±100 for the full control effect
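Eya2 protein (added as 0.2 uM solution) was preincubated with compound for 10 min at ambient temperature in 50 mM HEPES pH 7.5, 50 mM NaCl, 5 uM MgCl2, 0.05% BSA, 1 mM DTT. OMFP (added at 50 uM) then reacted 10 min; fluorescence read at 485/525 nm.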
Mito fusion act – inhibitors of mitochondrial division or activators of mitochondrial fusion. S. cerevisiae fusion-defective mutant growth rescue, CellTiterGlo 48 h. Potency, µM (titrated, usually from 46.1 µM), inactives show at the top dose growth rescue (activation), actives largely listed as activators. hit rate 0.23% among 320,000. AID 485298;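 note: potency is the fitted concentration of half-maximal effect; % of control where 0% means no effect; nearly all actives have a fitted effect of over 45% in size; temperature-sensitive fusion mutants such as fzo1-1 at 37 °C on non-fermentable ethanol glycerol medium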
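Yeast fusion mutant, YPEG (non-fermentable carbon), compound, 48 h at 37C non-permissive; CellTiterGlo added, 10 min RT, luminescence read. Rescued growth = division inhibition.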
ELG1 DNA repair – inhibitors of ELG1-dependent DNA repair in HEK293T cells. Potency, µM (series often up to 46.1 µM), for the others: at the highest dose activity change, negative = inhibition, actives largely listed as inhibitors. HEK293T ELG1-luciferase reporter, luminescence, 16 h; DNA damage induced by 5-fluorouridine. hit rate 2.3% among 330,000; note: potency is the fitted concentration of half-maximal effect; % is set by controls: 0 for no effect and ±100 for the full control effect; nearly all actives have a fitted effect of over 55% in size
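Quantitative HTS, concentration-response format. 2,000 cells/well co-treated with 5-fluorouridine and compound, 16 hr in 5% CO2 at 37 °C; ONE-Glo luminescence read after 30 min.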
* marks the source's active call; other numbers are inactive results; ? = inconclusive; · = no result given; [ ] = dose if it differs, or a comment. Unless noted, calls come from the whole dose curve; as a rule, active = well fitted curve in the direction sought with a large enough effect; inconclusive = small, poorly fitted or top-dose-only effect, or another doubt; inactive = no such curve, though single readings can be large; an effect the other way counts as inactive or inconclusive.

Molecule	USP2a inh	B2AR arrestin	TCR act	BCR signal inh	uPA generation	TSG101-PTAP inh	Tb PFK block	TSHR antag	Eya2 phos inh	Mito fusion act	ELG1 DNA repair
CCCC(C(=O)Nc1ccc(S(=O)(=O)Nc2ncccn2)cc1)c1ccccc1 (stereo unspecified)	3%	-0.3%	1%	-2%	10%	-4%	-13%	1	5%	2%	-9%
CCCCSc1nnc(CSc2nc3nc(C)cc(C)n3n2)o1	-1%	-1.0%	-4%	-18%	-23%	-5%	-3%	11	10%	-2%	0%
CCCCNC(=O)COC(=O)c1cc(F)c(F)cc1Cl	3%	0.1%	-1%	9%	·	1%	1%	-6	3%	3%	6%
Cc1nc(C)c(C(=O)N/N=C/c2cc(Br)ccc2O)s1	-8%	-0.1%	5%	?	3%	-2%	-6%	-2	-1%	12%	?
O=c1[nH]c2ccccc2nc1-c1c[nH]c2ccccc12	-5%	0.2%	0%	-6%	-10%	-8%	2%	-5	-11%	-15%	?
COc1ccccc1NCCC(=O)OCC(=O)Nc1cc([N+](=O)[O-])ccc1F	6%	-0.1%	3%	-7%	4%	-1%	2%	-14	-25%	·	11%
O=C(c1cccs1)N(Cc1ccco1)Cc1cc2ccccc2[nH]c1=O	0%	-0.2%	·	-4%	-1%	-9%	0%	-5	20%	2%	?
CCn1nc(C(=O)OCC(=O)c2ccc(F)cc2)c2ccccc2c1=O	1%	-0.2%	10%	1%	0%	-1%	2%	3	-4%	5%	0%
COc1ccc(C(=O)OCC(=O)NC(C)CCc2ccccc2)c(OC)c1 (stereo unspecified)	1%	-0.4%	-1%	-2%	9%	0%	12%	-4	-4%	33%	3%
COc1cccc(C(=O)NNC2OC(CO)C(O)C2O)c1 (stereo unspecified)	3%	-1.0%	3%	?	5%	0%	-2%	-2	-6%	-3%	-10%
CC(C)c1ccc(S(=O)(=O)N2CCN(C(=O)c3ccc(N4CCCC4)c([N+](=O)[O-])c3)CC2)cc1	2%	-1.0%	-8%	4%	17%	-7%	0%	32	-1%	1%	?
O=C(CCS(=O)(=O)c1ccccc1)Nc1ccccc1F	2%	0.1%	6%	?	-3%	-4%	0%	0	14%	0%	?
CC1(C)CC(=O)c2sc(N3CCCCC3)nc2C1	0%	-0.1%	8%	0%	-4%	-4%	0%	-13	-12%	3%	?
CCOc1ccc(S(=O)(=O)N2CCCCC2)cc1NC(=O)CN1CCCC1c1cccs1 (stereo unspecified)	-1%	-0.5%	-1%	6%	?	-4%	1%	-13	14%	1%	?
COc1ccc(S(=O)(=O)O/N=C2\CCCc3ccccc32)cc1	3%	-0.2%	-13%	?	-2%	-4%	0%	4	-31%	-1%	16%
Cc1ccnc(NC(c2ccccc2O)c2oc(CO)cc(=O)c2O)c1 (stereo unspecified)	2%	0.0%	-5%	-10%	-1%	0%	1%	-2	19%	?	0%
O=C(Nc1ccc([N+](=O)[O-])cc1)c1cccc(S(=O)(=O)Nc2ccccn2)c1	2%	0.0%	2%	3%	-1%	-6%	0%	1	-1%	17%	?
Cc1cccc(Oc2cc(NC(=O)c3ccccc3)cc([N+](=O)[O-])c2)c1	-10%	-0.3%	-11%	?	-4%	-4%	-2%	-32	-13%	-1%	?
COc1ccccc1NC(=O)c1sc2ncn(CC(=O)N3CCC(C)CC3)c(=O)c2c1C	2%	-1.2%	2%	-1%	-1%	-3%	0%	-10	-12%	3%	2%
COC(=O)c1ccc(CNS(=O)(=O)c2ccc3ccccc3c2)cc1	-6%	0.2%	2%	9%	5%	0%	-1%	-5	-3%	15%	4%
Cc1ccc2oc(=O)cc(CN3CCOCC3)c2c1	-3%	-0.3%	4%	-10%	-5%	0%	0%	5	6%	5%	9%
CC(=O)c1c(C)[nH]c(C(=O)Nc2ccc(C)c(S(=O)(=O)Nc3ccc(C)cc3C)c2)c1C	-10%	0.4%	4%	-20%	8%	-9%	3%	-6	3%	5%	?
Cc1cccc(NC(=O)C(=O)NCc2ccc3c(c2)OCO3)c1C	4%	0.1%	-3%	3%	0%	0%	2%	4	5%	-3%	?
O=C(CCC(=O)Nc1ccc(F)cc1)N/N=C/c1c[nH]c2ccccc12	0%	0.3%	-5%	-9%	1%	-6%	2%	9	-4%	-2%	-2%
COc1ccc(OCc2cc(C(=O)N(C)Cc3cc(C4CC4)n[nH]3)no2)c(Cl)c1	-4%	0.3%	-2%	?	-23%	0%	0%	28	-13%	-5%	?
COC(=O)c1sc(NC(=O)C(C)C)c(C(=O)OC)c1C	1%	-0.9%	2%	2%	-1%	-8%	0%	?	0%	6%	-12%
CCOc1ccccc1N(CC(=O)NC1CCCC1)C(=O)CCC(=O)Nc1cc(C)on1	1%	0.0%	5%	7%	-4%	-2%	-1%	-3	-16%	2%	-10%
CC(=O)Oc1ccc(OC(C)=O)c(SCCCCCCl)c1	4%	-0.1%	1%	?	41%[activator]	0%	0%	-10	4%	4%	?
COc1cc(NC(=O)c2ccc(F)cc2)c(OC)cc1NC(=O)CN1CCCCC1	-3%	0.0%	5%	17%	·	1%	-3%	12	2%	-9%	?
C/C(=N\NC(=O)c1c(Br)c(C)nn1C)c1ccc(NC(=O)c2ccoc2C)cc1	-1%	0.0%	-8%[46.1 µM]	-1%	-1%	?	-5%	0	5%	-6%	1%
O=C(Oc1ccccc1)N(c1ccccc1)c1ccccc1	0%	-0.2%	4%	-13%	3%	1%	-8%	-7	-23%	-1%	-23%
CCN(CC)C(=O)c1ccc2c(c1)nnn2C	1%	-0.2%	2%[46.1 µM]	?	9%	-2%	-2%	2	5%	4%	-2%
COCCN(Cc1cc2cc(C)c(C)cc2nc1Cl)C(=O)Nc1ccccc1	2%	-0.2%	-1%	-6%	-10%	-4%	-6%	49	8%	14%	?
CCn1cc(-c2cc(C(=O)O)on2)c(C)n1	2%	-0.9%	2%	12%	0%	-2%	-1%	-1	11%	0%	8%
Cc1ccc2c(c1)C(=O)CC1(CCCC1)O2	2%	-0.3%	-3%	-3%	2%	-4%	1%	6	1%	-5%	22%
COc1ccc(NC(=O)C(c2ccc(Cl)cc2)C(C)C)cn1 (stereo unspecified)	2%	4.3%	10%	1%	4%	-9%	0%	24	1%	11%	8%
Cn1cc(CNC(=O)C2CCC(=O)N(Cc3ccc(Cl)cc3)C2)cn1 (stereo unspecified)	5%	-0.1%	-3%	-6%	2%	-2%	-12%	0	-9%	7%	22%
O=C(Nc1cccc(C(=O)NC2CCCCC2)c1)c1ccccc1	0%	-0.5%	-7%	?	1%	-2%	0%	-5	11%	-3%	-19%
O=C(Nc1ccc(-c2nnc(-c3ccco3)o2)cc1)C(c1ccccc1)c1ccccc1	1%	0.0%	1%	24%	5%	-2%	0%	-11	1%	-5%	?
CC(C)(C)C(O)C(Cc1ccccc1Cl)n1cncn1 (stereo unspecified)	2%	-1.0%	2%	0%	-5%	1%	-1%	-8	-1%	10µM*	2%
Cc1ccccc1OCC(=O)O/N=C(\N)Cc1ccc(Cl)cc1	2%	-0.2%	2%	?	5%	-1%	-3%	-16	-3%	11%	?
N#Cc1ccc(CSc2nnc(-c3cccnc3)n2-c2ccccc2)cc1	0%	-0.8%	-2%	0%	6%	-4%	-3%	-1	11%	-3%	-17%
N#Cc1c2n(c3c(N)ncnc13)CCCCC2	2%	-0.4%	7%	3%	0%	-2%	0%	-4	-1%	1%	-1%
CCCCCCCCCCOC(=O)Cn1c(COc2ccccc2OC)[n+](C)c2ccccc21	?	-1.0%	5%	?	-15%	-2%	2%	-36	-25%	-28%	?
